# High-throughput results from PubChem.
# Tau fibril FP = qHTS for Inhibitors of Tau Fibril Formation, Fluorescence Polarization | Microtubule-associated protein tau (Homo sapiens), P10636 | K18 P301L tau heparin fibrillization, Alexa594 FP, 6 h | Potency, µM (top dose mostly 57.7 µM), inactives show top-dose activity, negative = inhibition, most hits filed as inhibitors | hit rate 0.39% among 280,000; note: % is set by controls: 0 for no effect and ±100 for the full control effect; nearly all actives have a fitted effect of over 55% in size
# Target sequence (P10636 561-689 P618L limits assumed): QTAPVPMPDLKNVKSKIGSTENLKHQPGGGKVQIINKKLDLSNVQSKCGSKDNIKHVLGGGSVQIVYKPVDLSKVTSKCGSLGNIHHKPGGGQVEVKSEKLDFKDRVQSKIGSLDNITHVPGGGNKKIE
#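 Steps: dispense K18 P301L tau (15 uM plus 0.24 uM Alexa 594 tracer, final) in pH 7 sodium acetate; add compound; add heparin (20 uM final); incubate 6 hr, 37 C; add ThT (30 uM final); after 1 hr ambient, read FP.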
# HTT cytoprotect = qHTS Multiplex Assay to Identify Dual Action Probes in a Cell Model of Huntington: Cytoprotection (ATP); AID 1471, 2008; hit rate 0.14% among 230,000; PC12 HTT-Q103 induced, cytoprotection, ATP luminescence, 40 h; Potency, µM (series often up to 56.4 µM), inactives show cytoprotection (ATP increase), hits mostly activators;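 note: % of control where 0% means no effect; nearly all actives have a fitted effect of over 45% in size; toxic huntingtin expression switched on by the ecdysone agonist tebufenozide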
#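 PC12 cells stably carrying ecdysone-inducible Htt exon 1 (Q103)–GFP were induced with 100 nM tebufenozide (final) alongside library compounds in a dose series. Cytoprotection was scored as retained ATP by ATPlite luminescence.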
# HttQ103 aggreg = qHTS Multiplex Assay to Identify Dual Action Probes in a Cell Model of Huntington: Aggregate Formation (GFP) | PC12 HttQ103-GFP aggregates, Acumen cytometry, 40 h | Potency, µM (highest dose often 46.1 µM), for the others: at the top dose activity change, negative = inhibition, usual class: inhibitors | hit rate 1.1% among 220,000 | AID 1688, 2009; note: % is set by controls: 0 for no effect and ±100 for the full control effect; nearly all actives have a fitted effect of over 60% in size
#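 PC12/HTTQ103-GFP, ecdysone-inducible; teb 100 nM; cpd qHTS titration; GFP aggregates read on laser cytometer, Ex 488/Em 500-530 nm.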
# Tau fluor cs = Counterscreen qHTS for Inhibitors of Tau Fibril Formation, Fluorescence Polarization; Potency, µM (titrated, usually from 57.7 µM), for the others: at the highest dose activity change, negative = decrease; hit rate 0.93% among 280,000; tau K18 P301L Alexa594 fluorescence, heparin fibrillization; note: % is set by controls: 0 for no effect and ±100 for the full control effect; nearly all actives have a fitted effect of over 55% in size
#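 Human K18 P301L tau (15 uM unlabeled plus 0.24 uM Alexa 594-labeled, final) in 100 mM sodium acetate pH 7 was mixed with compound and 20 uM heparin and incubated 6 hr at 37 C.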
# SMN2 splice up = qHTS Assay for Enhancers of SMN2 Splice Variant Expression | AID 1458, 2008 | Potency, µM (top dose mostly 46.1 µM), for inactives: top-dose activity change, positive = activation, usual class: activators | HEK293 SMN2-luciferase splicing reporter, luminescence, 30-36 h | hit rate 2.8% among 210,000; note: % of control where 0% means no effect; nearly all actives have a fitted effect of over 55% in size
#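 HEK293 cells carry an SMN2 minigene-luciferase reporter in which exon 7 inclusion puts luciferase in frame. Cells were seeded at 2000 cells/well, attached for 10-12 hours, then exposed to compounds for 30-36 hours at 37C before ONE-Glo luminescence.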
# ALDH1A1 inh = qHTS Assay for Inhibitors of Aldehyde Dehydrogenase 1 (ALDH1A1) | Aldehyde dehydrogenase 1A1 (Homo sapiens), P00352 | Purified ALDH1A1, NADH fluorescence, propionaldehyde substrate | Potency, µM (top dose mostly 75.3 µM), for the others: at the top dose activity, negative = inhibition, most hits filed as inhibitors | hit rate 7.3% among 220,000 | AID 1030, 2008; active = well fitted inhibition curve with a large enough effect, not every such curve was filed as active; inconclusive = small, poorly fitted or top-dose-only effect, or another doubt; inactive = no such curve, though single readings can be large or run the other way;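 note: plate controls were no enzyme wells and a reference inhibitor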
# Target sequence (P00352 whole entry, looked up): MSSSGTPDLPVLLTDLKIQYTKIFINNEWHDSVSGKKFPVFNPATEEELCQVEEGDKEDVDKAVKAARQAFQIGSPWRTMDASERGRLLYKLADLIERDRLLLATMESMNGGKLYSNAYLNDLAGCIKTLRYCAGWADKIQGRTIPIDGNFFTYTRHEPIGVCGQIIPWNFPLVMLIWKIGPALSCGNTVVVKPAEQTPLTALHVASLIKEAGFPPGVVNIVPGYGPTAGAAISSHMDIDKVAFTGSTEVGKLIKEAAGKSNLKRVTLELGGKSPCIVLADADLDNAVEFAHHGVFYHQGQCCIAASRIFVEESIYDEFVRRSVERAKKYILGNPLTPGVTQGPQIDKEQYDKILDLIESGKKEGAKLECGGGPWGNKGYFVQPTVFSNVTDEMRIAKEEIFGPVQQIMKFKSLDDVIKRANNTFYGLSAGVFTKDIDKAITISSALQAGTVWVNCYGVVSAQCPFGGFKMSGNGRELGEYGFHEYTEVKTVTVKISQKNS
# Tau ThT inhib = qHTS for Inhibitors of Tau Fibril Formation, Thioflavin T Binding; Microtubule-associated protein tau (Homo sapiens), P10636; recombinant tau K18 P301L, heparin-induced fibrillization, ThT fluorescence; Potency, µM (titrated, usually from 57.4 µM), without a hit: at the highest dose activity, negative = inhibition, usual class: inhibitors; hit rate 2.1% among 270,000; AID 1460, 2008; note: % is set by controls: 0 for no effect and ±100 for the full control effect; nearly all actives have a fitted effect of over 55% in size
#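 Using a mix of unlabeled (15 uM) and Alexa 594-labeled (0.24 uM) tau K18 P301L, heparin-triggered fibrillization over 6 hr at 37 C was scored by ThT fluorescence.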
# KDM4E inh = qHTS Assay for Inhibitors of Human Jumonji Domain Containing 2E (JMJD2E) | hit rate 1.6% among 230,000 | JMJD2E catalytic domain, FDH-coupled NADH fluorescence (FDH is formaldehyde dehydrogenase) | Lysine-specific demethylase 4E (Homo sapiens), B2RXH2 | AID 2147, 2009 | Potency, µM (top dose mostly 57.1 µM), without a hit: at the top dose activity change, negative = inhibition, most hits filed as inhibitors; active = well fitted inhibition curve with a large enough effect, not every such curve was filed as active; inconclusive = small, poorly fitted or top-dose-only effect, or another doubt; inactive = no such curve, though single readings can be large or run the other way;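 note: 0% = wells with enzyme and -100% = buffer wells without enzyme; nearly all actives have a fitted effect of over 50% in size; many of its hits are not listed in these tables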
# Target sequence (B2RXH2 1-337 limits assumed): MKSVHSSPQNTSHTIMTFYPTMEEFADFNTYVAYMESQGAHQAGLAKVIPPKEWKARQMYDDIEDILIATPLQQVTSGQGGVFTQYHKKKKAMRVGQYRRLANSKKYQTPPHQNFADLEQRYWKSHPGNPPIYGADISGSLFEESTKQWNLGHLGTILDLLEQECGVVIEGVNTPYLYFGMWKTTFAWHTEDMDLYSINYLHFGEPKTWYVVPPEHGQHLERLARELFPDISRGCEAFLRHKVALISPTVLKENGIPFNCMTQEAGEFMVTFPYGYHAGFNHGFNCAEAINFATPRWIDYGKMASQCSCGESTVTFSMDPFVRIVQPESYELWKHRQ
# * = called active by the depositor; ? = inconclusive; . = not tested or not shown; & = joins results of further samples; [ ] = another dose, or the depositor's remark. Unless noted, calls come from the whole dose curve; as a rule, active = well fitted curve in the direction sought with a large enough effect; inconclusive = small, poorly fitted or top-dose-only effect, or another doubt; inactive = no such curve, though single readings can be large; an effect the other way counts as inactive or inconclusive. Potency is the fitted concentration of half-maximal effect.
SMILES,Tau fibril FP,HTT cytoprotect,HttQ103 aggreg,Tau fluor cs,SMN2 splice up,ALDH1A1 inh,Tau ThT inhib,KDM4E inh
CC1CCN(C(=O)c2cc(Cl)nc3ccccc23)CC1,1%,9%[10 µM],-8%,3%,-12%,-3%,1%,-7%
c1ccc(CNc2oc(-c3ccccc3)nc2-c2cccc3ccccc23)cc1,-8%,-12%,.,-4%,3%,?,-8%,?
COc1cc(NC(=O)C/C(C)=N/NC(=O)Cc2ccccc2)c(OC)cc1Cl,-1%,2%[1.9 µM],26%,-9%,-2%,?,-7%,7%
Cc1ccc(OCC2Cn3c(nc4c3c(=O)[nH]c(=O)n4C)O2)cc1 (stereo not given),-6%,34%[10 µM],-5%,-4%,-3%,15%,-6%,5%
O=C(NCc1ccc2c(c1)OCO2)c1ccc(CS(=O)(=O)Cc2cccc(Cl)c2)o1,-1%,25%[10 µM],-2%,-23%,-5%[1.84 µM],-1%,-21%,-4%
CCOC(=O)Cc1cc(=O)n2[nH]c(-c3ccccc3)cc2n1,-10%,0%[10 µM],2%,-10%,22%,?,-14%,?
CCCOc1ccc(N2C(=O)CC(N(Cc3ccco3)C(=O)CCC(=O)O)C2=O)cc1 (stereo not given),-5%,-7%[10 µM],5%[9.22 µM],-9%,.,0%,-16%,13%
Cn1cc(NC(=O)c2cc(NC(=O)c3cc(NC=O)cn3C)cn2C)cc1C(=O)NCCC(=N)N,?,13%[10 µM],7%[9.22 µM],?,.,.,?,?
COC(=O)[C@@H]1C[C@H]1[C@@H](NS(=O)(=O)c1ccc2ccccc2c1)c1ccccc1,6%,11%,.,-15%,-4%,4%,-11%,-7%
Cc1ccc(OCCNC(=O)c2cc(-n3cnnc3)ccc2Cl)cc1C,6%,-18%,-2%,1%,-8%,-14%,-2%,-15%
COc1ccccc1NC(=O)CN1CCN(c2ccc(Cl)cc2)CC1,-11%,-4%,-5%,-15%,-5%,-2%,?,-1%
O=C(CSC1=Nc2ccccc2C2CC=NN12)Nc1ccc2c(c1)OCO2 (stereo not given),-17%,25%[10 µM],0%,-25%,-4%,?,?,31%[activator]
Cc1oc2c(c1C(=O)c1ccc(Cl)cc1)C(=O)C(=O)c1ccccc1-2,?,-109%[inhibitor],?,-28%,-90%[inhibitor],?,2.2µM*,22%
COc1ccc(C(=O)N2CCC(=O)N(C(CO)Cc3ccccc3)CC2)cc1 (stereo not given),?,.,-16%,3%,-2%,0%,-1%,-2%
CCN1CCN(C(=O)c2ccc(Cl)c(S(=O)(=O)N3CCOCC3)c2)CC1,7%,-10%,-5%,-2%,2%,-3%,-3%,0%
CN(C)C(=O)c1ccc(-c2nccc(NCc3cccnc3)n2)cc1,0%,-17%,.,-13%,-3%,2%,-9%,5%
CC(=O)Nc1cc(NC(C)=O)cc(C(=O)NC(C)(C)C)c1,4%,-8%,11%,-4%,3%,3%,-8%,-3%
Cc1ccc(C(=O)CSC2=C(C#N)C(c3ccco3)C3=C(CCCC3=O)N2)cc1 (stereo not given),11%,-90%[inhibitor],-8%,-29%,19%,?,16µM*,-9%
COc1cc(/C=N/NC(=O)c2ccc(O)cc2)ccc1OCC(=O)N1CC(C)OC(C)C1 (stereo not given),-5%,-6%[10 µM],-3%[9.22 µM],0%,.,.,-6%,?
CCOC(=O)CSc1nnc(CCc2nc3ccccc3[nH]2)n1C,-1%,15%,6%,2%,26%,9%,-9%,9%
C=CCOC(=O)N[C@H](/C(C(=O)OC)=C(\C)NCc1ccccc1)c1ccc(Br)cc1,-5%,-28%,.,-4%,1%,?,-6%,4%
COc1ccccc1N1CCN(C(=O)Cc2cccs2)CC1,-2%,-3%,-6%,-14%,?,-1%,-16%,0%
CCn1c(SCC(=O)c2ccc(NS(=O)(=O)c3ccccc3)cc2)nnc1-c1cccs1,-4%,-11%[0.074 µM],-2%,-19%,-1%,?,-20%,?
Cn1c(Oc2ccccc2NCc2cccc(Br)c2)cc(=O)n(C)c1=O,?,-29%,?,-12%,-14%,5%,-16%,2%
CC(C)C(=O)Nc1cccc(C(=O)Nc2nnc(CC(C)(C)C)s2)c1,-4%,.,.,-25%,-17%,.,2%,.

# The listing continues.
SMILES,Tau fibril FP,HTT cytoprotect,HttQ103 aggreg,Tau fluor cs,SMN2 splice up,ALDH1A1 inh,Tau ThT inhib,KDM4E inh
COc1ccc2[nH]c(=O)c(CN(CC3CCCO3)C(=O)Nc3ccccc3OC)cc2c1 (stereo not given),-4%,-3%,?,0%,-5%,?,4%,-2%
Cc1cccc(NC(=S)N(CCN2CCOCC2)Cc2cc3cc4c(cc3[nH]c2=O)OCO4)c1,-2%,8%[10 µM],-1%[9.22 µM],-20%,.,?,-14%,?
O=C(Nc1ccccc1)C(O)C(O)C(=O)Nc1ccccc1 (stereo not given),-6%,-39%,-13%,-8%,-1%,5%,-8%,12%
CC(C)c1cc(C(=O)N2CCCC(C(=O)c3ccc4ccccc4c3)C2)on1 (stereo not given),3%,-17%,?,-15%,.,?,-17%,?
Cc1cc(N2CCOCC2)n2ncc(-c3ccc(Cl)cc3)c2n1,-8%,-1%[10 µM],-14%[9.22 µM],-18%,.,.,-11%,?
CCOC(=O)CNc1ccc(OC(F)(F)F)cc1,2%,-3%[10 µM],2%[9.22 µM],-12%,.,8%,-7%,5%
CC(=O)c1c(COC(=O)c2ccc(C)cc2)nc2ccccc2[n+]1[O-],-12%,-21%[10 µM],-20%[9.22 µM],-19%,.,.,-10%,2%
CCC(C)(C)NC(=O)C(c1ccccc1F)N(Cc1ccco1)C(=O)c1csnn1 (stereo not given),-11%,-2%,-19%,?,.,7%,-9%,-10%
CC(C)c1cccc2nc3c(c([Si](C)(C)C)c12)Cn1c-3cccc1=O,-10%,-31%[inhibitor],.,-14%,19%,?,?,?
COc1ccccc1-n1cnnc1SC1CCOC1=O (stereo not given),1%,9%,-3%,5%,10%,?,-4%,4%
COC(=O)c1ccc(C(NC(=O)OCc2ccccc2)/C(F)=C/[C@@H](C)C(=O)NCc2ccc(-c3ccccc3)cc2)cc1 (stereo not given in full),-12%&-1%,-38%[inhibitor],22%,-7%&-13%,16%&-5%,-4%&11%,-9%&-7%,-9%&-2%
CC(NC(=O)c1ccccc1F)c1ccccc1 (stereo not given),-6%,-12%[10 µM],-8%[9.22 µM],2%,.,.,1%,0%
CCOc1ccc(NC(=O)N(C2CCCCCC2)C2CCN(C(C)=O)CC2)cc1,2%,-2%,11%,-20%,-6%,-13%,?,10%
Cc1ccc(NC(=O)CSc2nnc(C)c(=O)[nH]2)cc1,6%,.,.,6%,-2%,.,5%,.
COc1ccc(CNC(=O)/C=C/c2cc([N+](=O)[O-])ccc2OC(F)F)cc1,?,-29%,-2%,-19%,-6%,3%,0%,7%
CCOC(=O)c1sc2nc(CC(=O)OC)nc(NCc3ccco3)c2c1C,-2%,-15%[10 µM],-5%,-12%,8%,?,?,?
COc1ccccc1C/C(N)=N/OC(=O)c1ccc2c(c1)OCO2,2%,-2%,-4%,-6%,-66%[inhibitor],-3%,-4%,-30%
COc1c(C(O)CC(C)C)ccc2c1C(=O)OCc1cc(C)cc(O)c1O2 (stereo not given),-1%,11%[10 µM],20%[9.22 µM],-20%,.,5%,-6%,4%
CC(=O)N/N=C(\N)c1nonc1N,-4%,18%[10 µM],-21%[9.22 µM],-12%,.,.,.,0%
CCCCCCCCCC(=O)N1c2ccccc2NC(=O)C1CC(=O)Nc1ccc(C(=O)O)cc1 (stereo not given),0%,-6%[10 µM],12%[9.22 µM],1%,.,.,-4%,1%
CCC1CCCCN1CCCNC(=O)c1ccc(CS(=O)(=O)Cc2ccccc2F)o1 (stereo not given),0%,5%[10 µM],16%,-1%,-12%,11%,1%,-1%

# Given tab-delimited: part of the list above.
molecule	Tau fibril FP	HTT cytoprotect	HttQ103 aggreg	Tau fluor cs	SMN2 splice up	ALDH1A1 inh	Tau ThT inhib	KDM4E inh
COc1ccccc1-n1cnnc1SC1CCOC1=O (stereo not given)	1%	9%	-3%	5%	10%	?	-4%	4%
COc1c(C(O)CC(C)C)ccc2c1C(=O)OCc1cc(C)cc(O)c1O2 (stereo not given)	-1%	11%[10 µM]	20%[9.22 µM]	-20%	.	5%	-6%	4%
O=C(Nc1ccccc1)C(O)C(O)C(=O)Nc1ccccc1 (stereo not given)	-6%	-39%	-13%	-8%	-1%	5%	-8%	12%
CCOC(=O)c1sc2nc(CC(=O)OC)nc(NCc3ccco3)c2c1C	-2%	-15%[10 µM]	-5%	-12%	8%	?	?	?

# Record cards, from the list above:
# Shown for `CCOC(=O)Cc1cc(=O)n2[nH]c(-c3ccccc3)cc2n1` : Tau fibril FP = -10%; HTT cytoprotect = 0%[10 µM]; HttQ103 aggreg = 2%; Tau fluor cs = -10%; SMN2 splice up = 22%; ALDH1A1 inh = ?; Tau ThT inhib = -14%; KDM4E inh = ?
# Shown for `CC(C)c1cc(C(=O)N2CCCC(C(=O)c3ccc4ccccc4c3)C2)on1` (stereo not given) : Tau fibril FP = 3%; HTT cytoprotect = -17%; HttQ103 aggreg = ?; Tau fluor cs = -15%; SMN2 splice up = .; ALDH1A1 inh = ?; Tau ThT inhib = -17%; KDM4E inh = ?
# Shown for `Cc1cc(N2CCOCC2)n2ncc(-c3ccc(Cl)cc3)c2n1` : Tau fibril FP = -8%; HTT cytoprotect = -1%[10 µM]; HttQ103 aggreg = -14%[9.22 µM]; Tau fluor cs = -18%; SMN2 splice up = .; ALDH1A1 inh = .; Tau ThT inhib = -11%; KDM4E inh = ?

# Not all compounds are listed (hit frequency here may not be typical).
